Screening data as filed in PubChem BioAssay.
ROC1-CUL1 inh: inhibitors of human ROC1-CUL1 ubiquitin ligase activity | actives 0.6% (n = 140,000) | in vitro K48 di-Ub FRET, acceptor:donor ratio, 45 min | AID 1347404, 2020 | inhibition, % at 10 µM; in the data active means inhibition above about 25%
Target sequence (P62877 whole entry, looked up): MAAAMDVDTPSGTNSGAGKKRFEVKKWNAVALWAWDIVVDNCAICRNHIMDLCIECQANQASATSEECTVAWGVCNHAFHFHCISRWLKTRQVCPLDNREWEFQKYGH
Target sequence (Q13616 whole entry, looked up): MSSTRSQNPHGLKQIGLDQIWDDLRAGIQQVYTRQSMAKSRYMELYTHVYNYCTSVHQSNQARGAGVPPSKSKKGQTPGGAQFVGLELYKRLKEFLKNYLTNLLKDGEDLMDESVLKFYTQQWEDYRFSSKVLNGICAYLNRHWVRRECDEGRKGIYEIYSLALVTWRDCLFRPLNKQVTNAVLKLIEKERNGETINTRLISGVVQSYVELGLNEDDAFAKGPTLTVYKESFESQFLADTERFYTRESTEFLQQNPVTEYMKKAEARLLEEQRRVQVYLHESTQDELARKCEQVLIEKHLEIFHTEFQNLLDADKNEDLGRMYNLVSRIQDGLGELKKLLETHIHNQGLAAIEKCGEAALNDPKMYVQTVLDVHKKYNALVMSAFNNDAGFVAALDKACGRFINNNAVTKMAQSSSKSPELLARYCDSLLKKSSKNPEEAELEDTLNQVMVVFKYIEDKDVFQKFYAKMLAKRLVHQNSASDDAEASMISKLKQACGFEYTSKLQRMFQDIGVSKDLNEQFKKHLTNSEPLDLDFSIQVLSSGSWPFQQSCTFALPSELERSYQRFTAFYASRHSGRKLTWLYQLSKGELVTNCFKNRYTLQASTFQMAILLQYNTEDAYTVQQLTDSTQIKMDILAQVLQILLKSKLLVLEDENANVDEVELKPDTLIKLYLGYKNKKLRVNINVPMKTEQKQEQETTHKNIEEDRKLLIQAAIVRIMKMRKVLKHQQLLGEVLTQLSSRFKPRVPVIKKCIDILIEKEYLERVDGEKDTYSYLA
Starred values were filed as active, the others as inactive. Some of the compounds tested, so the mix of outcomes need not match the whole.

A first look:
SMILES	ROC1-CUL1 inh
COC(=O)c1cc(NC(=O)c2cnc(SC)nc2-c2ccccc2)cc(C(=O)OC)c1	9.4
Cc1ccc(C2CC(c3ccc(F)cc3)=Nc3nc(CCCO)nn32)cc1 (configuration not stated)	-1.3
CCCCn1c2ccc(F)cc2c2nnc(SCCN3CCCCC3)nc21	0.0
CN1CCN(C(=O)CCN2C(=O)/C(=C\c3ccccc3)SC2=S)CC1	3.4
COc1ccc(-n2nnnc2C2CCN(S(=O)(=O)c3ccc(F)cc3Cl)CC2)cc1	-3.1
COc1ccc(NC(=O)c2cnn(-c3ccccc3)c2C)cc1	14.8
Cn1c(Cc2ccccc2)nnc1SCC(=O)Nc1ccccc1[N+](=O)[O-]	-3.7
Oc1ccc(C2Oc3ccccc3C3CC(c4cccs4)=NN32)cc1 (configuration not stated)	4.0
N#CC1C(=N)Oc2ccc3ccc(O)cc3c2C1c1cccnc1 (configuration not stated)	1.4
O=C(N/N=C/c1ccccc1Br)C1C2CCC=CCC/C=C/CCC21 (configuration not stated)	-5.3
O=C1Oc2ccccc2Cc2ccccc21	3.1
CCOC(=O)c1c(C)oc2nc(C)nc(NCCc3ccc(C)cc3)c12	-8.1
CC(=O)Oc1c(/C=C(\C#N)C(N)=O)[nH]c2ccccc12	46.8*
CC(/C=C/C=C/c1ccccc1)=N\NC(=O)c1cccnc1	6.9
N#Cc1ccc(NC(=S)N2CCN(Cc3ccc4c(c3)OCO4)CC2)cc1	6.1

Main list, repeating the preview:
SMILES	ROC1-CUL1 inh
COC(=O)c1cc(NC(=O)c2cnc(SC)nc2-c2ccccc2)cc(C(=O)OC)c1	9.4
Cc1ccc(C2CC(c3ccc(F)cc3)=Nc3nc(CCCO)nn32)cc1 (configuration not stated)	-1.3
CCCCn1c2ccc(F)cc2c2nnc(SCCN3CCCCC3)nc21	0.0
CN1CCN(C(=O)CCN2C(=O)/C(=C\c3ccccc3)SC2=S)CC1	3.4
COc1ccc(-n2nnnc2C2CCN(S(=O)(=O)c3ccc(F)cc3Cl)CC2)cc1	-3.1
COc1ccc(NC(=O)c2cnn(-c3ccccc3)c2C)cc1	14.8
Cn1c(Cc2ccccc2)nnc1SCC(=O)Nc1ccccc1[N+](=O)[O-]	-3.7
Oc1ccc(C2Oc3ccccc3C3CC(c4cccs4)=NN32)cc1 (configuration not stated)	4.0
N#CC1C(=N)Oc2ccc3ccc(O)cc3c2C1c1cccnc1 (configuration not stated)	1.4
O=C(N/N=C/c1ccccc1Br)C1C2CCC=CCC/C=C/CCC21 (configuration not stated)	-5.3
O=C1Oc2ccccc2Cc2ccccc21	3.1
CCOC(=O)c1c(C)oc2nc(C)nc(NCCc3ccc(C)cc3)c12	-8.1
CC(=O)Oc1c(/C=C(\C#N)C(N)=O)[nH]c2ccccc12	46.8*
CC(/C=C/C=C/c1ccccc1)=N\NC(=O)c1cccnc1	6.9
N#Cc1ccc(NC(=S)N2CCN(Cc3ccc4c(c3)OCO4)CC2)cc1	6.1
O=C(c1cc2ccccc2oc1=O)N1CCN(c2ncccn2)CC1	-0.4
CCc1ccc(CNC(=O)c2cc3cc4ccc(OC)cc4nc3o2)cc1	0.3
CCOC(=O)N1CCN(S(=O)(=O)c2ccc(C)c(C)c2)CC1	2.5
Cc1ccccc1NC(=O)c1c(NC(=O)Cc2ccccc2)sc2c1CCC2	-3.4
Cc1cccc(COc2ccc(Br)cc2/C=C2\C(=O)NN(c3ccccc3)C2=O)c1	17.8
O=C(NC1CCCC1)c1ccc2c(c1)C1C3CCC(C3)C1C(c1ccccc1)N2 (configuration not stated)	1.3
COc1ccc(-n2cc(Cl)nc(N3CCC[C@H]3C(=O)O)c2=O)cc1	5.9
Cc1ccc(-c2cccc(-c3ccn(Cc4noc(C5CC5)n4)n3)c2)nn1	5.2
Cc1cccc(C)c1NC(=O)C1CCN(S(=O)(=O)c2cccc3nsnc23)CC1	-7.2
O=C(Oc1ccccc1-c1nc2ccccc2c(=O)n1Cc1ccccc1)c1cccs1	-0.1
COc1ccc(CCNS(=O)(=O)c2ccc(N3CCCCS3(=O)=O)cc2)cc1	7.7
O=C(C1CCc2ccccc2O1)N1CCCC(c2cc(=O)[nH]cn2)C1 (configuration not stated)	4.6
Fc1ccc(-c2noc3c2CN(CCc2ccccc2)CC3)cc1F	-4.6
OCC1(CCc2ccccc2)CCCN(Cc2cccc3nonc23)C1 (configuration not stated)	1.5
CCN(CC)CCNC(=O)C1CCCN(c2nnc(C)c3c(C)n(-c4ccc(Cl)cc4)nc23)C1 (configuration not stated)	0.5
COc1ccccc1C(=O)Nc1ccc2nc(SCC(=O)N(C)C)sc2c1	6.7
O=C1C2C3CCC(C3)C2C(=O)N1c1ccc([N+](=O)[O-])cc1 (configuration not stated)	-15.7
Clc1ccc(-c2nnc3cccc(Cl)n23)cc1	-1.3
CCc1ccccc1NC(=O)Cc1cccs1	0.1
CCOC(=O)C1C(C)=NC2=C(C(=O)CC(C)(C)C2)C1c1ccc(OS(=O)(=O)c2ccc(NC(C)=O)cc2)cc1 (configuration not stated)	8.4
CCCCC(C(=O)Nc1ccc(F)cc1)N1C(=O)c2cc(Cl)c(Cl)cc2C1=O (configuration not stated)	-1.0
Cc1ccc(NC(=O)CN2C(=O)C(c3ccc(F)cc3)=NC2(C)C)c(C)c1	-10.5
Cc1cccc(C(=O)N2c3ncnn3C3(CCCCC3)[C@@H]3CCCC[C@@H]32)c1	-4.6
C=CCS(=O)(=O)N1CCC2(CCCN(Cc3ccc(F)c(F)c3)C2=O)C1 (configuration not stated)	3.6
Cc1cc(C)c(S(N)(=O)=O)c(C)c1-n1cnnn1	0.0
O=C(Cn1c(=O)n(Cc2ccco2)c(=O)c2ccccc21)Nc1cccc(F)c1	0.8
COC(=O)C1CCN(C(=O)c2csc3nc(-c4cccc(F)c4)cn23)CC1	2.8
Cc1ccc(CNC(=O)C2COc3ccccc3C2)cc1 (configuration not stated)	-15.8
O=C(CN1CCN(c2ccccc2F)CC1)Nc1ncc2c(n1)CCCC2=O	-0.1
Cc1ccc(C)c(N2CCN(c3nc4ccccc4c4nc(-c5cccnc5)nn34)CC2)c1	6.9
CC(=O)Nc1ccccc1C(=O)Nc1ncc([N+](=O)[O-])s1	13.2
Cc1ccc(CN2CCc3nc(N4CCN(C)CC4)ncc3C2)cc1	-7.1
C[n+]1ccn(CC(=O)c2ccccc2)c1	0.6
Cc1cc(C)nc(SCC(=O)Nc2cc(C(F)(F)F)ccc2Cl)n1	-4.7
Cc1ccc(C)c(NC(=O)Cc2ccccc2)c1	1.2
Later entries.
SMILES	ROC1-CUL1 inh
COc1cccc(NC(=O)c2ccc3c(c2)OCO3)c1	-1.2
CCCCOc1ccc(S(=O)(=O)Nc2ccc(-c3ccc(N4CCC(C)CC4)nn3)cc2)cc1	-3.3
CCc1cc2c(=O)c(-c3ccc4c(c3)OCCO4)c(C)oc2cc1OS(C)(=O)=O	-1.0
Cc1cc(C)c(C2c3c(n[nH]c3C)OC(=N)C2C#N)cc1CSc1ccc(Cl)cc1 (configuration not stated)	7.1
CCCC(C(=O)n1nc(C)cc1C)C(NS(=O)(=O)c1ccc(C)cc1)c1ccccc1 (configuration not stated)	8.1
COc1ccc(NS(=O)(=O)c2ccc(NC(=S)NC(=O)C34CC5CC(CC(C5)C3)C4)cc2)nn1	-2.5
O=S(=O)(c1ccc2ccccc2c1)N1CCN(S(=O)(=O)N2CCOCC2)CC1	0.6
CCCCCNc1ncnc(NCCCCC)c1[N+](=O)[O-]	4.8
CC[n+]1c(C)cc(C)n1-c1ccccc1	-4.4
CCN(CC)C(=O)C1CCCN(Cc2ccc3c(c2)CN(Cc2cc(OC)ccc2OC)CCO3)C1 (configuration not stated)	5.3
COc1cccc(NC(=O)CCN2C(=O)c3ccccc3Sc3ncccc32)c1	-8.2
O=C(CCn1cnc2ccccc21)N1CCCC(c2cc(=O)[nH]cn2)C1 (configuration not stated)	10.2
Cc1ncc2c(c1CNC(=O)Cc1cccs1)CCN(C(=O)c1c(-c3ccccc3)noc1C)C2	-7.1
C#CCN1C(=O)C(O)(CC(=O)c2cccc3ccccc23)c2ccccc21 (configuration not stated)	-0.7
C=CCC(CC=C)(CNC(=O)C(=O)Nc1ccc(C)cc1)c1ccccc1	0.4
CCCNC(=O)Cc1c(OC)ccc2cc(Br)ccc12	-3.4
CCNCc1ccc(-c2ccccc2Cl)o1	-1.4
CN(C)c1ccc2c(n1)CC(c1ccccc1)c1cnn(-c3ccccc3)c1-2 (configuration not stated)	-13.5
CCOC(=O)C1(C)CC(=Nc2ccc(C)cc2)C(=O)N1c1ccccc1 (configuration not stated)	-3.6
c1csc(-c2nn3c(Cn4nnc5ccccc54)nnc3s2)c1	-4.2
CCOc1ccc2nc3sc(C(=O)NNC(=O)Cc4ccccc4)c(N)c3cc2c1	-5.0
O=C(c1ccc2c(c1)N(Cc1ccc(F)cc1)C(=O)c1ccccc1S2=O)N1CCOCC1 (configuration not stated)	-2.2
Cc1cccc(OCCCn2c(CCNC(=O)C3CCCCC3)nc3ccccc32)c1	-9.3
Cc1cccc(C(=O)N2c3nc(-c4ccco4)nn3C3(CCCCC3)[C@@H]3CCCC[C@@H]32)c1	-2.1
O=C(CCc1ccccc1)Nc1nc2ccc(Cl)cc2s1	-1.4
CCn1c(C(=O)NCc2ccc(F)cc2)cc2oc3ccccc3c21	-7.5
COc1ccc(OC)c(NC(=O)C(CCSC)NS(=O)(=O)c2cccs2)c1 (configuration not stated)	-9.1
CCCCC(=O)Nc1sc(C(=O)N(CC)CC)c(C)c1C#N	8.3
Cc1ccc(C(=O)NCC(=O)OCc2cc(=O)n3c(C)csc3n2)cc1	-2.5
Cc1ccc(OCCn2cc(/C=C3/C(=N)N4N=C(C(C)C)SC4=NC3=O)c3ccccc32)cc1	3.5
Cn1cc(CN2CC[C@@H](N3CCN(c4ccccc4F)CC3)[C@H](O)C2)cn1	4.1
O=C(c1nc2sccn2c1CN1CCN(c2cnccn2)CC1)N1CCCCCCC1	0.4
N#CC1C(=N)Oc2n[nH]c(-c3ccc(-c4ccccc4)cc3)c2C1CCc1ccccc1 (configuration not stated)	-0.5
O=C(CCc1nc(-c2ccccc2F)no1)N1CCC(c2cc(=O)[nH]cn2)CC1	3.6
O=C(Nc1cccc(F)c1)[C@@H](c1ccccc1)N1Cc2ccccc2C1=O	6.9
CCN1C(=O)/C(=C\c2ccc(OC)c(CN3CCSCC3)c2)SC1=S	0.1
O=C1c2ccccc2-c2c(-c3ccncc3)nc3ccc4ccccc4c3c21	5.1
CCc1ccc(NC(=O)CSc2nnc(-c3cc4occc4n3C)n2-c2ccccc2C)cc1	-4.1
Cc1ccccc1NS(=O)(=O)c1c(C)cc(N2CCCC2=O)cc1C	16.5
CCCCOc1cccc(C(=O)Nc2c(C)cc(C)cc2C)c1	-4.0
Oc1cc(Cl)c(Br)c(Cl)c1	-1.6
CCOc1ccc(Cl)cc1/C=C1\SC(=O)N(CC(=O)OC(C)C)C1=O	-8.4
Nc1onc(-c2ccc(Cl)cc2)c1C(=O)O	1.3
Cc1ccccc1-n1c(-c2csc3ccccc23)n[nH]c1=S	9.4
Cc1cccc(-c2cc(NC(=O)C(C)(C)C)n(-c3ccccc3)n2)c1	2.8
CC(C)(C)c1cc(CN(Cc2cc(C(C)(C)C)c(O)c(C(C)(C)C)c2)/N=C/c2ccccc2)cc(C(C)(C)C)c1O	0.5
COc1ccc(-c2ccc(NS(=O)(=O)c3cc(C)c(C)cc3C)cc2)nn1	7.2
COc1ccc(CNC(=O)c2ccc(NC(=O)N3CCSc4ncccc43)cc2)c(OC)c1	8.2
N=C1CC(=O)N2C(=N1)SCC2CS(=O)(=O)c1ccccc1 (configuration not stated)	7.4
CCOC(=O)c1c(-c2ccc(OC)cc2)csc1NC(=O)CSc1nnc2sc3ccccc3n12	0.5
The list goes on.
SMILES	ROC1-CUL1 inh
CCc1ccc(N=c2ssc3c2-c2cc(OC)ccc2NC3(C)C)cc1	1.8
Cc1oc2ccc(O)c(CN(C)Cc3ccccc3)c2c1C(=O)Nc1cccc(C(F)(F)F)c1	-0.9
CCOC(=O)c1c(-c2ccc(C)cc2C)csc1NC(=O)COc1ccccc1	-3.5
CCC1Oc2ccccc2N(O)C1=O (configuration not stated)	10.1
Cc1ccc2c(=O)cc(C(=O)Nc3sc4c(c3C(=O)NCC3CCCO3)CCCC4)oc2c1C (configuration not stated)	-2.1
CC(Sc1ccccc1)C(=O)NCc1ccco1 (configuration not stated)	-10.0
COc1ccccc1N1CCN(C(CNC(=O)C(=O)NCCCN(C)C)c2cccnc2)CC1 (configuration not stated)	-6.3
CCC(=O)Nc1cc(-c2cn3cccnc3n2)ccc1OC	-5.5
O=C(O)c1cc(-c2ccccc2)nn1Cc1ccccc1	8.9
N/C(CSc1ccc2ccccc2c1)=N\O	6.0
CC(C)Cc1nc2cc(NS(=O)(=O)N(C)C)cc(C(=O)N(C)CC3CCCCO3)c2n1C (configuration not stated)	3.5
O=C(O)c1cccc(-n2cccc2/C=C2\SC(=O)N(Cc3ccccc3F)C2=O)c1	8.2
CCOc1ccc(S(=O)(=O)NCCSCc2c(Cl)cccc2Cl)cc1	4.8
CCc1nn(-c2cc(Oc3cccc(C)c3)nc(C)n2)c(N)c1C#N	-5.4
CCOC(=O)C1CN(c2ccccc2)N=C1C(C)=O (configuration not stated)	3.1
COc1ccc(CNc2cccc(C(=O)O)c2C)cc1	7.2
Cc1cn(-c2ccccc2)nc1/C=N/NC(=O)c1ccncc1	4.1
O=C(CN1C(=O)c2cccc3cccc1c23)NCCC1=CCCCC1	-1.7
COc1cccc(N2CC(NC(=O)Cc3cccs3)CC2=O)c1 (configuration not stated)	-6.8
Cc1ccc(/C=C/C(=O)Nc2ccc3nc(N4CCC(C)CC4)cc(C)c3c2)cc1	-0.4
CCOc1cc(Cl)c(C(C)NC(=O)c2ccccc2Cl)cc1OCC (configuration not stated)	0.8
CC(C)CCN1CC[C@@H](N2CCN(CCc3ccccc3)CC2)[C@H](O)C1	-2.4
COc1cccc(/C=C/c2nc(C#N)c(N(C)Cc3ccccc3)o2)c1	5.5
Cc1cc(OC(=O)C(C)C)c(C(C)C)cc1Cl	4.0
Cc1cccc(C2c3[nH]c4ccccc4c3CCN2C(=O)Cn2cncn2)n1 (configuration not stated)	2.6
O=C(Nc1ccc(I)cc1)C1CCN(C(=O)c2cccs2)CC1	-1.4
NN1C(=O)/C(=C/c2ccc(-c3cccc(Cl)c3)o2)SC1=S	0.7
